PMI activator = phosphomannose isomerase (human) activation | 190,000 compounds, 0.005% hits | activation factor at 20 µM | P34949 | purified human PMI, coupled resazurin fluorescence, 20 min; stronger effect = higher value; 1 = vehicle control, 0 substrate-free wells;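 active = activation factor of 2 or more at 20 µM, relative to plate controls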
Target sequence (P34949 whole entry, looked up): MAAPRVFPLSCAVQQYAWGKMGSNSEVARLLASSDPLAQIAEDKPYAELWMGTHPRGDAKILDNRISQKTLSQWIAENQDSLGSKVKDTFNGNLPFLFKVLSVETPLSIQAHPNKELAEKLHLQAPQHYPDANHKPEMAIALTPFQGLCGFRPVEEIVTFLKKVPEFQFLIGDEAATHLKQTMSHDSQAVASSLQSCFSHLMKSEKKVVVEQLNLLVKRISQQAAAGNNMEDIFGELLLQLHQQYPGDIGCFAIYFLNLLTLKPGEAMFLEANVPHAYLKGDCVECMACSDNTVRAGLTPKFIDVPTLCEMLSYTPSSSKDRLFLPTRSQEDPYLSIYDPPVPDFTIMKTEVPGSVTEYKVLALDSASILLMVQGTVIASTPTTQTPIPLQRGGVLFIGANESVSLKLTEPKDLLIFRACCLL
Diaph act CS = activates diaphorase or chemically reduces, flagging diaphorase assay artifacts; activation factor at 20 µM; 190,000 compounds, 0.005% hits; Diaphorase/resazurin coupled assay, resorufin fluorescence, 16 min; stronger effect = higher value; 1 = vehicle wells, 0 = NADH-free wells; AID 1229;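 active = diaphorase activity raised at least twofold by the compound at 20 µM; inactive = activation factor below 2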
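Test system: Clostridium kluyveri diaphorase, purified enzyme; input: enzyme 0.07 U/mL final; buffer or medium: 50 mM HEPES pH 7.4 with 4.542 mM MgCl2, 0.005% Tween 20; also added: 0.114 mM NADH and 0.1 mM resazurin, final amounts; schedule: 16 min enzyme reaction, ambient temperature; technique: fluorescence of resorufin, 544 nm excitation, 590 nm emission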
S1P3 antagonist = S1P3 (human) receptor antagonism; inhibition, % at 4.98 µM; Q99500; 170,000 compounds, 0.27% hits; CHO S1P3 NFAT-BLA reporter, FRET fluorescence, antagonist mode;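 active = inhibition above the plate cutoff, the mean inhibition of test wells on that plate plus 3 SD, cut at about 28% in these data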;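 also: cells challenged with S1P at its EC80 of 0.8 µM; blue over green emission ratio from cleaved BLA substrate after 4 h stimulation; 0% = S1P-stimulated wells and 100% = unstimulated DMSO-only wells; some compounds past the cut are filed as inactive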
G6PDH counter = L. mesenteroides G6PDH inhibition counter-screen; Purified L. mesenteroides G6PDH, diaphorase/resazurin coupled fluorescence, 45 min; inhibition, % at 5 µM; AID 1020; 200,000 compounds, 0.12% hits; in the data active = inhibition above about 50%
SRC2 TRFRET art = flags TR-FRET format artefacts in PPARgamma SRC-2 recruitment agonist screen; TR-FRET artefact counter-screen; stronger effect = higher value; TR-FRET ratio at 8 µM; 200,000 compounds, 0.4% hits; in the data active = TR-FRET ratio above about 2000; also: inactives centre near 1500
Diaphorase inh = inhibits diaphorase or chemically oxidizes, flagging diaphorase assay artifacts; diaphorase resazurin-to-resorufin fluorescence, NADH, 16 min; bacterial (C. kluyveri) enzyme, not human; AID 1217; inhibition, % at 20 µM; 190,000 compounds, 0.69% hits;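 active = primary screen inhibition at 20 µM above a set limit, cut at about 50% in these data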;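 also: plate controls were DMSO with full reaction for no effect and wells lacking NADH for full effect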
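Benchmarks: positive control wells lacking NADH, neutral wells with DMSO only. System: bacterial diaphorase enzyme (C. kluyveri). Input: 0.14 U/mL diaphorase, enzyme working solution. Detection: resorufin fluorescence, excitation 544 nm, emission 590 nm. Times: 16-min room-temperature incubation before reading.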
ROMK primary = human ROMK K+ channel modulation, primary screen; P48048; Tet-inducible ROMK, thallium flux fluorescence; actives lie on both sides; B-score at 10 µM; 130,000 compounds, 2% hits; AID 1918;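 active = signal ratio slope over the read window, or its plate-corrected B-score, at least 3 SD from the plate mean, either direction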;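 also: B-score of the F/F0 ratio slope over 7 to 12 s after thallium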
PPARg SRC-1 ag = agonists of human PPARgamma SRC-1 coactivator recruitment; PPARgamma-SRC-1 coactivator recruitment biochemical assay; P37231; activation, % at 8 µM; 200,000 compounds, 0.41% hits; in the data active = activation above about 19%;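 also: 0% = DMSO and 100% = reference agonist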
Target sequence (P37231 whole entry, looked up): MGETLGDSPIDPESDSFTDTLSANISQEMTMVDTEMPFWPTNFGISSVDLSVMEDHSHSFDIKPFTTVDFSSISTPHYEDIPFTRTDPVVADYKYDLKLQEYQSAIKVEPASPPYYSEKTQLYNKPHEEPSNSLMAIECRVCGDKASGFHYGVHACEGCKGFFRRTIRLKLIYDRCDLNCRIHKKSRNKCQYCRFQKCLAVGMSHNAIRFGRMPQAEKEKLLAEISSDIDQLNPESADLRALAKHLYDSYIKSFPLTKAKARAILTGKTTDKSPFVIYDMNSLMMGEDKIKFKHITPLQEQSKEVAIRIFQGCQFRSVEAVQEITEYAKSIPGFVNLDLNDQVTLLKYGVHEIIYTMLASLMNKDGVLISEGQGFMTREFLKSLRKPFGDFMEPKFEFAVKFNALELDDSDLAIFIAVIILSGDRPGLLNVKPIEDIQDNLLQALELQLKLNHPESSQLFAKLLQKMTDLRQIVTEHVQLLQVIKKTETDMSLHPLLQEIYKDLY
PPARg SRC2 recr = promotes SRC-2 coactivator recruitment by human PPARgamma | activation, % at 8 µM | PPARgamma LBD-SRC-2 recruitment, biochemical | 200,000 compounds, 0.34% hits; in the data active = activation above about 22%;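 also: 0% = vehicle and 100% = reference agonist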
PMI act hi M6P = increases human PMI activity with near-saturating mannose 6-phosphate | coupled PMI enzyme assay, resazurin fluorescence, 20 min; stronger effect = higher value; 1 = untreated enzyme, 0 = substrate-free blank | activation factor at 20 µM | 190,000 compounds, 0.34% hits | AID 1216;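 active = activation factor of 2 or more at 20 µM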
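test system = human PMI in coupled enzyme assay | medium = HEPES-buffered pH 7.4 with magnesium and detergent | also added = 1.0 mM mannose-6-phosphate substrate with 0.22 mM NADP+ | compound = 20 µM single dose | times = 20 min incubation at room temperature | measured by = resorufin fluorescence (Ex 544/Em 590 nm) from resazurin via diaphorase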
PPARg SRC-3 ag = promotes SRC-3 coactivator recruitment by human PPARgamma | AID 731 | biochemical PPARgamma/SRC-3 coactivator recruitment assay | 200,000 compounds, 0.26% hits | activation, % at 8 µM | P37231; in the data active = activation above about 23%;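 also: 0% = DMSO and 100% = reference agonist; some compounds past the cut are filed as inactive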
Starred values were filed as active, the others as inactive; / = not tested or not shown. Rows are unselected; 3.3% or so of the library scored in one or more.

smiles	SRC2 TRFRET art	Diaph act CS	PPARg SRC-3 ag	PPARg SRC-1 ag	S1P3 antagonist	G6PDH counter	ROMK primary	PPARg SRC2 recr	PMI act hi M6P	PMI activator	Diaphorase inh
COc1ccc(NC(=S)Nc2cccc(C(C)=O)c2)cc1OC	1564	0.9	2.0	2.5	-3.2	3.6	0.0836	0.9	0.5	0.8	14.4
Fc1ccc(-n2ncc3c(SCc4cccnc4)ncnc32)cc1	1595	0.9	0.7	-0.3	-8.6	0.3	/	-1.4	1	1	5.6
COc1cc(SC)ccc1C(=O)N1CCN(c2ccccc2OC)CC1	1806	1	3.1	5.3	2.8	8.0	0.691	-0.6	1.1	1	1.4
Cc1ccc(CN2CCSc3ccc(C(=O)NCc4ccco4)cc32)cc1	1588	0.7	1.6	4.5	3.0	7.5	/	12.9	0.9	0.9	29.0
O=C(CSc1n[nH]c(-c2ccccc2Br)n1)NCCN1C(=O)CSC1=O	1631	0.8	-1.9	-3.6	-1.9	-8.7	-0.124	6.8	1.1	0.9	19.1
O=C(NCc1ccc(Cl)cc1)c1ccc(Cn2cc(C(F)(F)F)ccc2=O)cc1	1775	0.8	-3.0	1.9	/	5.8	/	6.2	1	0.8	18.5
CCOc1cc(C#N)c(NC(=O)c2ccco2)cc1OCC	1783	1.1	3.0	9.9	-5.8	3.0	1.55	3.8	1	1.1	-6.6
CC(C)CNC(=S)N1CCC(NC(=O)c2ccco2)CC1	1384	0.9	-3.1	3.1	-12.8	7.0	1.55	-1.0	0.9	1	13.7
Cc1ccc(S(=O)(=O)N(C)Cc2cc3ccccc3[nH]c2=O)cc1	1733	1	17.9	5.8	6.3	-13.0	0.527	8.1	1	0.9	4.2
O=C(CSc1nc2ccccc2s1)NCCOc1ccccc1	1519	0.9	0.4	2.6	-5.8	6.3	-0.919	2.5	1	0.9	6.7
Cc1cccc(NC(=O)c2c(F)c(F)c(F)c(F)c2F)c1	1541	0.9	6.3	3.0	/	18.2	-0.172	1.2	1	1	10.9
Cc1ccc(C2C(C(=O)c3sc(-c4ccccc4)nc3C)=C(O)C(=O)N2CCN(C)C)o1 (centres undefined)	1731	/	-5.1	5.5	-12.4	/	/	5.4	/	/	/
COc1ccc(NC(=O)CSc2nc(C)cs2)cc1OC	1409	0.8	1.1	-1.5	/	10.5	0.835	3.3	0.9	0.9	20.2
O=C(NCc1nnc(SCC(=O)N2CCCc3ccccc32)n1-c1ccccc1)c1cccc2ccccc12	1614	0.7	6.2	4.8	12.0	-34.7	/	13.3	0.7	0.8	27.8
CC1CCN(C(=O)CSc2nncn2-c2ccccn2)CC1	1387	0.9	-2.0	8.7	-2.4	-0.6	/	2.7	1	1	7.5
O=C(Oc1cccc(-n2cnnn2)c1)C1CCCCC1	1426	0.9	-5.4	-3.5	12.1	0.0	/	-0.1	1	1	14.9
O=C(CSc1nc2ccccc2o1)Nc1nc2ccccc2s1	1507	1	8.2	1.5	10.8	-0.4	-0.292	7.0	1.1	0.9	0.8
Cc1ccc(C(=O)Nc2nc(=O)n(C(=O)C3CC3)s2)cc1	1690	0.9	9.3	5.4	/	-15.4	/	-1.8	1	0.9	14.7
O=C(CN1C(=O)CCS(=O)(=O)c2ccccc21)Nc1ccc2c(c1)OCCO2	1671	0.8	5.5	2.5	/	5.9	/	8.7	0.9	0.9	17.8
Cc1cccc(Nc2nnc(SCC(=O)Nc3ccc(C(=O)O)cc3)s2)c1	1612	1	2.2	3.7	-24.8	-0.6	-0.0745	1.0	1	1.1	0.5
CSc1nc(Sc2ccccc2Cl)c2ccccc2n1	2566*	0.8	48.1*	26.0*	/	5.2	/	53.6*	0.9	0.9	20.0
Cc1cccc(-n2nnnc2SCC(=O)NCCN2C(=O)CSC2=O)c1	1571	1.1	-0.5	0.7	-4.9	5.5	/	5.5	1.1	1.1	-7.6
O=C(Nc1ccccc1Cl)Nc1cccnc1Cl	1504	0.9	4.6	-0.7	-19.1	-0.5	-0.016	8.5	1	1	8.2
CCOC(=O)Nc1nnc(CCc2ccccc2)s1	1463	0.8	-8.2	0.2	-32.0	2.5	1.87	1.1	1	1	20.2

Fetched by structure from the list above:
smiles	SRC2 TRFRET art	Diaph act CS	PPARg SRC-3 ag	PPARg SRC-1 ag	S1P3 antagonist	G6PDH counter	ROMK primary	PPARg SRC2 recr	PMI act hi M6P	PMI activator	Diaphorase inh
CC1CCN(C(=O)CSc2nncn2-c2ccccn2)CC1	1387	0.9	-2.0	8.7	-2.4	-0.6	/	2.7	1	1	7.5
Cc1ccc(C(=O)Nc2nc(=O)n(C(=O)C3CC3)s2)cc1	1690	0.9	9.3	5.4	/	-15.4	/	-1.8	1	0.9	14.7

Next section
smiles	SRC2 TRFRET art	Diaph act CS	PPARg SRC-3 ag	PPARg SRC-1 ag	S1P3 antagonist	G6PDH counter	ROMK primary	PPARg SRC2 recr	PMI act hi M6P	PMI activator	Diaphorase inh
CCN(CC(=O)NC(C)C)C(=O)C(CCSC)NC(=O)c1ccccc1OC (centres undefined)	1516	1	2.4	3.8	-22.2	5.8	-0.273	2.5	1	1	4.0
COc1ccc(C)cc1NC(=O)c1nnn(CCc2ccccc2)c1N	1529	0.8	0.6	3.2	-3.3	-0.2	/	2.2	0.9	0.9	22.6
O=C(CSc1nnc(C2COc3ccccc3O2)o1)NC1CCCCC1 (centres undefined)	1375	1	-1.3	-2.7	-26.7	-2.3	/	-1.3	0.8	0.8	3.5
O=C1C[C@@H](c2ccc(O[C@@H]3O[C@H](CO)[C@@H](O)[C@H](O)[C@H]3O)cc2)Oc2cc(O)ccc21	1322	1.1	-0.6	0.8	5.8	17.6	0.201	0.0	1	1.1	-10.9
CCOCCCNC(=O)C1CCCN1C(=O)Nc1ccccc1[N+](=O)[O-] (centres undefined)	1700	/	1.6	0.1	-32.5	15.0	-0.848	1.7	/	/	/
CC1(C(=O)NCCN2CCOCC2)C=CCN1C(=O)c1ccccc1 (centres undefined)	1474	1	1.9	6.9	-6.5	13.1	0.0275	12.2	1.1	1.1	1.5
CCOC(=O)C(NC(=O)c1cccc(Cl)c1)(OCc1ccc(F)cc1)C(F)(F)F (centres undefined)	1520	0.9	-5.4	-1.1	24.1	4.3	/	-4.8	1	1	9.1
CC(C)(C)NCCOCCOc1ccccc1-c1ccccc1	1642	0.9	2.7	2.8	-4.7	7.8	/	6.6	1.1	0.9	14.3
Cc1nn(-c2ccc(C(=O)O)cc2)c(=O)c2ccccc12	1581	1	-6.7	-4.9	-12.3	7.6	/	-3.3	1	1	-4.5
O=C(CN1CCN(c2cccc(Cl)c2)CC1)Nc1ccc([N+](=O)[O-])cc1C(=O)Nc1ccccc1F	1543	0.9	0.7	-0.7	-12.8	-17.9	-0.0816	-0.1	1	0.9	7.5
O=c1oc2cc(Cl)ccc2n1CSc1nc2ccccc2s1	1446	0.8	0.1	-2.6	/	10.5	-0.61	6.6	0.9	0.9	17.6
CCCC(=O)Nc1ccc2c(c1)nc1n2CCOC1	1788	0.9	4.8	2.2	14.2	3.3	/	10.4	1	1.1	14.2
CC(C)CNS(=O)(=O)c1ccc2c(c1)OCCO2	1403	0.9	-0.3	2.4	/	9.5	0.0262	2.8	0.9	0.9	12.9
CCCOc1nc2c(c(=O)n(C)c(=O)n2C)n1CCC	1583	1	2.1	1.1	/	4.7	0.243	4.1	1.1	1.1	-0.7
Fc1ccc(C(c2nnnn2Cc2cccs2)N2CCN(c3ccccc3)CC2)cc1 (centres undefined)	1786	0.8	20.6	-0.4	/	-3.4	-0.791	5.4	0.9	1	21.3
O=S(=O)(c1cc(Cl)ccc1Cl)N1CCCC1	1699	1	0.7	3.4	/	9.6	0.291	4.2	1	1	-3.2
Cc1cccc2c1nc(-c1ccccc1)n1nnnc21	1568	0.9	0.4	9.2	8.8	3.1	/	4.7	0.9	1	14.0
NC(=O)N/N=C/c1cccc(OCc2ccc(F)cc2)c1	1469	1	-2.4	-5.4	-12.6	3.2	0.0537	-1.4	1	1	3.7
O=c1cc(N2CCN(c3ccc(F)cc3)CC2)[nH]c(=O)n1C1CCCCC1	1303	1	-3.0	0.8	7.1	4.0	0.238	-3.0	1.1	1	2.4
CCOC(=O)Cc1cc(=O)n(-c2nc3ccccc3s2)[nH]1	1381	0.8	-4.1	-1.4	-11.9	3.4	/	2.3	2.4*	1.7	20.1
Cn1c(=O)c2nc(-c3ccccc3)oc2c2ccccc21	1678	0.7	2.6	8.1	1.6	5.8	/	1.1	1	0.9	34.7
CCOC(=O)N1CCN(C(=O)CNCc2cccs2)CC1	1566	0.9	6.1	2.1	/	2.2	/	-2.2	1	1	7.3
O=C(Nn1cnnc1)c1ccccc1CCc1ccccc1	1540	0.8	3.4	-8.7	63.7*	-5.7	-1.16	0.5	0.9	0.9	18.6
CCc1ccc(OCC(=O)N/N=C\c2ccco2)c([N+](=O)[O-])c1	1369	0.9	-5.7	-1.4	1.3	3.1	-0.209	-4.8	1	1.1	10.9
COC(=O)c1cc(Br)c(=O)n(CCc2ccc(O)cc2)c1	1649	0.9	-3.6	9.3	/	3.1	/	4.7	1	0.9	12.9
C=CCn1c(-c2ccco2)n[nH]c1=S	1646	0.7	11.2	11.8	-3.3	7.7	0.247	8.4	0.7	0.9	26.5
c1ccc(CN2c3ccccc3-c3nc4ccccc4n3C2c2ccccn2)cc1 (centres undefined)	1613	0.7	7.2	3.6	/	-0.2	/	-0.8	0.9	0.9	28.6
CC(=O)Nc1ccc(NC(=O)C2CCN(c3ccc(C(F)(F)F)cn3)CC2)cc1	1535	1.2	4.4	3.0	-15.8	13.2	-0.658	-2.3	1	1	-16.6
CCCCCCc1c(O)nc(SCC(=O)O)[nH]c1=O	/	0.9	/	/	-22.7	4.3	/	/	1.1	1.1	9.5
CCCc1cc2c(=O)c(-c3ccccn3)c(C)oc2cc1O	1426	0.9	-4.0	1.3	-2.5	1.1	0.822	1.2	0.9	1	14.4
CCOC(=O)c1cnc2scnn2c1=O	1425	0.9	1.5	2.8	-1.6	4.2	/	0.8	1	1	6.5
Cc1ccc(N=N/C(=C\O)C(=O)c2ccncc2)cc1	1547	0.9	-0.1	2.5	/	2.1	0.0381	-0.7	1	1	12.0
